# Screening data deposited in PubChem by NCI.
# All columns: NCI-60 one-dose screen, growth in % after 48 h at 10 µM unless noted; 100 = growth as untreated, 0 = no growth, -100 = all killed.
# OVCAR-8: OVCAR-8 ovarian cancer; actives 4.4% (n = 81,000); AID 1794782
# NCI-H522: NCI-H522 lung cancer. actives 8% (n = 78,000)
# OVCAR-5: OVCAR-5 ovarian cancer. actives 2.9% (n = 82,000). AID 1794783
# NCI-H322M: NCI-H322M lung cancer | actives 2.7% (n = 80,000)
# NCI/ADR-RES: NCI/ADR-RES ovarian cells; AID 1794790; actives 4.4% (n = 81,000)
# NCI-H226: NCI-H226 lung cancer; actives 3.5% (n = 79,000)
# NCI-H460: NCI-H460 lung cancer. actives 6.8% (n = 82,000)
# OVCAR-3: OVCAR-3 ovarian cancer; actives 7% (n = 79,000)
# NCI-H23: NCI-H23 lung cancer; actives 4% (n = 80,000)
# The depositor's hits bear a star; x = not tested or not shown; & = joins results of further samples. How the source made its calls: active means growth percent below 10; inactive means the rest.
SMILES,OVCAR-8,NCI-H522,OVCAR-5,NCI-H322M,NCI/ADR-RES,NCI-H226,NCI-H460,OVCAR-3,NCI-H23
COc1cccc(-c2nc(N3CCOCC3)c3c4c(sc3n2)CCCC4)c1,99,65,98,89,102,103,110,103,97
COc1ccccc1C(O)c1ccccc1 (centres undefined),98,86,97,91,105,88,104,107,101
CN=C1C=C/C(=N/N=c2/ccn(O)cc2C)C=C1C,94,78,83,113,97,103,111,117,90
COc1cccc(-c2nc3sccn3c2-c2ccnc(NCCNS(=O)(=O)c3cccc(F)c3)c2)c1,13,41,71,73,13,23,29,37,34
CCOC(=O)/C(C#N)=C/c1ccc(OC)cc1,105,101,108,119,105,98,101,107,105
CCOC(=O)NC1c2ccccc2Oc2ccccc21,95,84,80,82,101,95,111,99,87
N#C/C(=C\C=C\c1ccccc1)c1nc(-c2ccc(Cl)cc2)cs1,102,270,97,106,99,99,103,93,94
Clc1cccc(Cl)c1NC1=NCCN1,108,92,104,97,106,94,106,115,109
CC1(C)O[C@@H]2C[C@H]3[C@@H]4CCC5=CC(=O)CC[C@]5(C)[C@@]4(F)[C@@H](O)C[C@]3(C)[C@]2(C(=O)CO)O1,88,x,88,101,92,76,83,115,104
c1ccc(N2CCN(c3ncnc4cc[nH]c34)CC2)cc1,92,77,108,109,x,77,103,102,83
CCCN(CCC)C(=O)c1ccc(C(C)C)cc1,105,88,102,99,99,x,104,101,99
COc1cc(/C=C/C(=O)c2cc(OC)c(OC)c(OC)c2)ccc1OCc1ccc(C)cc1,103,103,112,108,98,100,115,138,x
O=C(/C=C/c1ccc(F)cc1)N1CCN(C(=O)/C=C/c2ccc(C(F)(F)F)cc2)CC1,105,92,109,106,113,108,116,113,106
Cc1cccc(NC(=O)c2sc3nc4c(cc3c2N)CCC4)c1C,14,-16*,44,40,-16*,44,11,x,36
COc1cc(C(=O)/C=C/C23c4ccccc4C(c4ccccc42)C2C(=O)NC(=O)C23)cc(OC)c1OC (centres undefined),48,39,58,57,42,65,33,39,42
CC(C)(C)c1ccc(C(=O)Nc2sc3cc(N4CCCC4)ccc3c2C(N)=O)cc1,93,91,101,98,88,101,102,108,88
Cn1c(N)c([C@@H]2c3c(n(C)c(=O)n(C)c3=O)Oc3ccc4ccccc4c32)c(=O)n(C)c1=O,104,91,96,86,95,95,111,102,95
C=CCOc1c(C)cc(C#N)cc1C,107,88,100,x,104,103,107,107,98
CN(C)c1ccnc2c1ccn2C(=O)NS(=O)(=O)c1ccc(Cl)cc1,99,78,93,97,108,96,123,123,98
O=C(Nc1ccc(Br)cc1)c1ccccc1,106,86,102,98,104,92,103,100,99
Nc1ccn(C2CC(N)C(CO)O2)c(=O)n1 (centres undefined),46,78,108,97,46,85,34,115,80
N#CCCN=Nc1c(O)[nH]c2ccc(Cl)cc12,105,87,101,103,92,83,99,105,86
O=C(C(=O)N1CCOCC1)c1cn(C(=O)c2ccccc2)c2ccccc12,105,100,91,108,104,83,109,123,94
COc1ccc(/C=C2\Oc3cc(O)ccc3C2=O)c(OC)c1OC,102,68,106,114,115,x,108,116,113
COC(=O)C1SCCCS1,97,108,106,101,111,104,111,106,115
CCOC(=O)CSc1nc(-c2cnccn2)cc(-c2cccs2)c1C#N,98,91,96,98,92,87,106,108,90
O=CNc1ccccc1Cl,98,89,100,103,106,89,110,115,96
CSc1ncnc2ncn(C)c12,108,x,100,120,108,106,109,117,107
CC(C)COC(=O)OCC(C)C,106,100,100,104,103,103,111,109,99
CCCCn1c(=N)c(S(=O)(=O)c2ccccc2)cc2c(=O)n3ccccc3nc21,92,90,110,86,95,91,110,93,96
CSc1ccc(C2C(C#N)=C(N)N(c3ccc(OC(F)(F)F)cc3)C3=C2C(=O)CC(C)(C)C3)cc1 (centres undefined),92,82,90,103,98,98,97,110,100
CC(=S)Nc1ccccc1,95,88,100,104,100,89,97,101,96
Cn1c(=O)c2c(nc(Sc3nc(N)cc(=O)[nH]3)n2Cc2ccccc2)n(C)c1=O,100,85,99,99,99,92,102,111,95
COc1cc(-c2ccc(-c3ccc(C(=N)N)cc3)s2)cc(OC)c1OC,71,62,83,73,95,83,37,46,84
Cc1cccc(Oc2ccc(Nc3ncnc4ccc(NC(=O)CN5CCN(C)CC5)cc34)cc2Cl)c1,13,0.6*,68,15,47,85,2.2*,10,70
O=c1[nH]c2ccc(Oc3ncccn3)cc2c(=O)n1Cc1cccc(NS(=O)(=O)c2ccc(F)cc2)c1,91,79,94,86,89,88,x,100,91
ClC1C(Cl)C2CC1C1CC3OC3C21 (centres undefined),104,74,100,101,104,101,114,100,104
Cc1ccc(-c2cc(C(=O)N3CCC(Cc4ccccc4)CC3)nn2-c2ccc(S(C)(=O)=O)cc2)cc1,95,80,96,100,94,89,96,96,97
Cc1nc2c(=O)[nH]c(SCC(=O)Nc3cccc(F)c3)nc2[nH]c1=O,103,96,103,106,107,99,102,111,100
Cc1cc(=O)[nH]c2ccccc12,103,98,99,110,95,91,96,94,96
N#CC1CCc2c(c(-c3cn[nH]c3C(F)(F)F)nc3c(F)cc4[nH]ncc4c23)C1 (centres undefined),43,-15*,63,31,92,49,39,17,25
O=C1C=CC2C3C=CC(C3)C12 (centres undefined),102,100,108,98,112,98,103,107,101
O=C1COc2cc(O)cc(O)c21,105,118,108,108,110,103,121,122,104
CCOC(=O)C1=C(C)N=C2Sc3ccccc3N2C1c1cn[nH]c1-c1ccc(F)cc1 (centres undefined),92,38,102,97,98,89,101,99,96
CC(=NCc1ccccc1)c1ccc(O)cc1O,103,111,104,103,98,101,107,103,97
CC1=C(C)C2C(CC(C)C)NC(=O)C23C(=O)CC2C4OC(C)(CCC4O)C2C3C1O (centres undefined),87,85,95,91,98,92,95,92,91
C/C(O)=C(\N=Nc1ccccc1)C(N)=O,104,116,119,112,129,95,113,x,116
[O-][N+](=Nc1cccc(Cl)c1)c1cccc(Cl)c1,114,148,88,96,99,114,99,111,94
Cn1c2c(Cl)c(Cl)ccc2c2cn[nH]c(=O)c21,97,100,103,196,103,102,102,109,103
NC1=NC(=O)CS1,108&104,77&109,111&110,107&110,99&105,108&105,108&114,104&110,96&101
# Continued:
SMILES,OVCAR-8,NCI-H522,OVCAR-5,NCI-H322M,NCI/ADR-RES,NCI-H226,NCI-H460,OVCAR-3,NCI-H23
CCOc1ccc(S(=O)(=O)Nc2ccc3c(c2)N(S(=O)(=O)CC)CCC3)cc1,77,68,95,87,90,87,53,54,87
O=C1N(Cc2ccccc2)CC2(Br)COCOC12O (centres undefined),112,31,105,109,104,105,120,129,101
Oc1cccc(CCc2ccccn2)c1,107,x,103,x,105,100,105,108,98
COc1cc(/C=C2/SC(=O)NC2=O)cc(OC)c1OC,95,76,75,89,85,90,94,104,84
COc1ccc(NCC(=O)Nc2ncc(Cc3ccc(Cl)cc3)s2)cc1,70,53,64,78,66,89,29,82,82
C#CC1(O)CCC2C3CCc4cc(OC)ccc4C3CCC21C (centres undefined),106&102,105&89,98&103,116&93,100&104,97&106,108,101&110,105&97
Nc1cccc(-c2nc3sccn3c2-c2ccnc(NCCNS(=O)(=O)c3ccc(Br)cc3)n2)c1,99,92,126,103,92,95,102,99,100
CC1(C)CC[C@]23CC[C@]4(C)[C@H](CC[C@@H]5[C@@]6(C)C=CC(=O)C(C)(C)[C@@H]6CC[C@]54C)[C@H]2[C@H]1OC3=O,106,102,98,88,87,105,96,101,96
O=C(c1ccc(Cl)cc1)C1[C@H](c2ccccc2Cl)[C@@H](c2ccccc2)NC12C(=O)Nc1ccc(Cl)cc12 (some centres undefined),-76*,-51*,-54*,-22*,-83*,-86*,-69*,-29*,-70*
OCc1ccccc1SSc1ccccc1CO,99,83,107,96,100,94,99,110,98
Clc1cc(Cl)c(Cl)c(-c2nnc3sc(-c4ccncc4)nn23)c1,86,87,73,100,51,101,117,89,82
O=C(Cc1ccc(Cl)cc1F)Nc1cc(C2(C(F)(F)F)CC2)nn1CC1CCCCC1,105,92,96,92,95,94,102,106,94
O=c1[nH]cnc(O)c1C1C=CC=CC=C1,108,78,108,115,103,99,107,126,99
C#CCOc1ccc(/C=C2/SC(=S)NC2=O)cc1OC,95,94,103,93,105,87,102,107,109
CN(C)c1nc(NNC(=O)c2ccccc2)nc(N(C)C)n1,110,110,97,126,101,102,108,96,99
Cc1ccc(OCc2ccccc2)cc1,96,102,91,125,99,97,110,118,98
N#CCCNc1ccc(NCCC#N)c2c1C(=O)c1c(O)ccc(O)c1C2=O,65,53,92,75,77,90,60,93,91
Cc1cccc(N(CCO)CCO)c1,100,88,x,124,x,98,97,118,97
C/C(=N\N1CC(=O)NC1=O)c1ccc([N+](=O)[O-])o1,98,x,111,121,94,106,95,102,101
Cc1cccc(-n2c(Cn3nc(C)cc3-c3ccc(Cl)cc3)nnc2SCC(=O)Nc2ccc(S(N)(=O)=O)cc2)c1,91,94,113,107,91,89,83,x,91
CC(=O)NC1(C#N)c2ccccc2-c2ccccc21,98,90,102,111,105,89,97,110,101
CC1OC2CC(=O)OC2C2=C1C(=O)c1c(O)c3c(c(O)c1C2=O)C1CC(O)C3(O)C(C)O1 (centres undefined),5.6*,-66*,-47*,x,1.4*,-69*,2.4*,-34*,-34*
CCc1nc(C#N)c(N2CCC(c3nc(-c4ccc(F)cc4)no3)CC2)o1,100,91,97,93,100,95,100,102,98
CCCC1OCC(C)([N+](=O)[O-])CO1 (centres undefined),102,88,108,104,99,94,103,121,103
N#CC(Cc1cccc2ccccc12)c1cc2ccccc2[nH]1 (centres undefined),88,76,89,85,87,83,100,90,85
